LAP4 TOR yeast: modulators of LAP4-GFP expression in yeast, primary screen, S. cerevisiae, multiplex flow cytometry, MLPCN library. 3 h; median GFP as percent of DMSO wells. GFP response vs DMSO, % at 10 µM. actives 0.34% (n = 320,000). AID 2023, 2009;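 active = GFP response vs DMSO above a set limit, about the screen mean plus 3 SD, cut at about 150% in these data; inconclusive = under 70 cell events counted for the yeast strain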
AGP1 TOR yeast: modulators of AGP1-GFP expression in yeast TOR pathway, primary screen, cell-based, multiplex flow cytometry, S. cerevisiae, MLPCN library. actives 0.02% (n = 320,000). GFP response vs DMSO, % at 10 µM. 3 h; GFP as percent of DMSO wells;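 active = GFP response relative to DMSO above a set limit, near screen average plus 3 SD, cut at about 150% in these data; inconclusive = fewer than 70 cells counted for the yeast strain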;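 note: median GFP channel fluorescence of the gated AGP1 strain per well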
RPL19A-GFP yeast: RPL19A-GFP expression modulators in yeast, primary screen, cell-based, S. cerevisiae, multiplex flow cytometry, MLPCN; S. cerevisiae RPL19A-GFP strain, 3 h; stronger effect = lower value; percent response vs DMSO, % at 10 µM; actives 0.3% (n = 330,000); AID 2025, 2009;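 active = percent response vs DMSO below 50%; inconclusive = fewer than 70 events counted for the yeast strain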;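 note: median channel GFP fluorescence of the barcoded RPL19A-GFP strain; ratio of sample median GFP to plate DMSO average so 100% = DMSO; lower means less RPL19A-GFP as with rapamycin TOR inhibition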
CIT2 TOR yeast: modulators of CIT2-GFP expression in yeast, primary screen, S. cerevisiae, GFP fusion, multiplex flow cytometry, MLPCN library; S. cerevisiae CIT2-GFP strain, 3 h; 100 means same as DMSO wells; GFP response vs DMSO, % at 10 µM; actives 0.065% (n = 320,000); AID 2029, 2009;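 active = GFP response relative to DMSO above a set limit, near the screen mean plus 3 SD, cut at about 150% in these data; inconclusive = Fewer than 70 cells measured for a yeast strain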;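 note: ratio of well median GFP fluorescence to mean of DMSO wells on the plate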
Efflux pump inh: inhibitors of Candida efflux pumps in yeast, primary screen, S. cerevisiae, Nile Red, multiplex. S. cerevisiae Candida pump triplex. inhibition, % at 10 µM. actives 0.44% (n = 330,000);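 active = plate passing quality check with inhibition over a set limit, or well fluorescence over plate mean plus 4 SD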;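 note: Nile Red retained in pooled yeast measured as flow cytometry median fluorescence; 0% = buffer negative control and 100% = Enniatin B positive control; higher means more Nile Red kept so more efflux inhibition; some compounds called inactive have numbers as strong as hits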
AHR act: AHR activators, primary screen, cell-based, luminescence, luciferase reporter, human; Aryl hydrocarbon receptor (Homo sapiens), P35869; AHR-responsive luciferase reporter cells; activation, % at 5 µM; actives 2.5% (n = 320,000); AID 2796, 2010; in the data active = activation above about 47%;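 note: 0% = vehicle wells and 100% = reference agonist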
Target sequence (P35869 whole entry, looked up): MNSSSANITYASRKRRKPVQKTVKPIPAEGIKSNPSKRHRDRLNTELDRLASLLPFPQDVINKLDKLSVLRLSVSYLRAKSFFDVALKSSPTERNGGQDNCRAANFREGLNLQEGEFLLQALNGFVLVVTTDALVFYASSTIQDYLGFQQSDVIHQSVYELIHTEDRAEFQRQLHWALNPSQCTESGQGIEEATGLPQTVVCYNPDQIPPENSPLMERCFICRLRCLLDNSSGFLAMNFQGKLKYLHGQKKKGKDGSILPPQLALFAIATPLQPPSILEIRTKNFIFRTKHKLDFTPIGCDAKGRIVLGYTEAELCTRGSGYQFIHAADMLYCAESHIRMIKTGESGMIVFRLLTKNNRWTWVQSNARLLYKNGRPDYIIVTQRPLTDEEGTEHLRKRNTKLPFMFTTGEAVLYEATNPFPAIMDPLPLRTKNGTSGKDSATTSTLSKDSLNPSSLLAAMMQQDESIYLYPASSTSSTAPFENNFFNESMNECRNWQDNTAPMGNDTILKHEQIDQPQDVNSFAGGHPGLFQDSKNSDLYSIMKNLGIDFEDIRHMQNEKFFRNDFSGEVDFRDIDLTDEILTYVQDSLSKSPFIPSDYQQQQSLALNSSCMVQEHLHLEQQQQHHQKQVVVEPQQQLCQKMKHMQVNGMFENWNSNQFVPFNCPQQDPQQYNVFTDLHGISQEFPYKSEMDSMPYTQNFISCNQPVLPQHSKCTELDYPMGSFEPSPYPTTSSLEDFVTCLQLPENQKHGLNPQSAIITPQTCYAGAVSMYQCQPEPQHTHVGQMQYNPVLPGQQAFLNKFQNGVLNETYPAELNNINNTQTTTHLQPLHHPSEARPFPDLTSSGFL
Yeast superoxide: reduction of superoxide in aged yeast, primary screen, HTS; S. cerevisiae aged cells, superoxide DHE fluorescence; stronger effect = lower value; superoxide response (% of plate mean), % at 10 µM; actives 0.18% (n = 330,000);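 active = superoxide response under a set limit, about three screen SD below normal, cut at about 65% in these data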;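 note: yeast aged for seven days with compound at 30 °C before DHE staining; 100% = average MFI of all compound-treated wells on the plate with controls excluded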
MEP2 TOR yeast: modulators of MEP2-GFP levels in yeast, primary screen, S. cerevisiae, multiplex flow cytometry, MLPCN library; AID 2016, 2009; actives 0.51% (n = 330,000); GFP response vs DMSO, % at 10 µM; S. cerevisiae MEP2-GFP strain, 3 h; 100% = DMSO control level;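 active = GFP response versus DMSO above a set limit, roughly screen mean plus 3 SD, cut at about 180% in these data; inconclusive = fewer than 70 cells counted for a yeast strain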;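 note: median GFP fluorescence of the barcode-gated MEP2-GFP cells per well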
* marks the source's active call; other numbers are inactive results; u = inconclusive; x = not tested or not shown; [ ] = remark or other dose.

Sample of the layout (twelve entries):
SMILES	LAP4 TOR yeast	AGP1 TOR yeast	RPL19A-GFP yeast	CIT2 TOR yeast	Efflux pump inh	AHR act	Yeast superoxide	MEP2 TOR yeast
CC(C)OC(=O)CC(=O)CSc1nc(-c2ccc(F)cc2)cc(-c2ccccc2)c1C#N	96	102	102	97	-0.1	5	95	102
CC(C)(C)NC(=O)C(c1ccncc1)N(C(=O)Cn1nnc(-c2ccc(F)cc2)n1)c1ccccc1 (configuration not stated)	97	102	97	105	0.0	-2	78	97
Cc1cc(OCC(O)CN2CCc3ccccc3C2)cc(C(C)C)c1 (configuration not stated)	99	100	105	101	0.0	3	97	105
Cc1cc(C)nc(SCc2cc(=O)c(OC(=O)c3ccc(Br)o3)co2)n1	102	89	102	96	-0.1	-1	85	97
Cc1cccc(N2CC(C(=O)Nc3ccccc3N3CCCC3)CC2=O)c1C (configuration not stated)	95	102	97	108	-0.2	2	99	98
CN(/N=C/c1ccccc1O)C(=S)c1ccccc1	89	86	102	94	0.9	14	96	113
CCCc1cc(=O)[nH]c(SCC(=O)N2CCC(C)CC2)n1	105	104	102	103	0.0	1	100	93
Cc1cc(NC(=O)CSc2nnnn2-c2cc(Cl)ccc2C)no1	104	102	99	102	-0.3	2	109	98
CC(NC(=O)c1cccc(S(=O)(=O)N2CCN(Cc3ccccc3)CC2)c1)c1ccc(Br)cc1 (configuration not stated)	83	88	96	95	0.3	1	92	96
COc1ccccc1COCC(O)CN(Cc1ccco1)Cc1ccccc1O (configuration not stated)	102	104	102	102	-0.3	6	99	105
COc1cccc(CN2CCNC(=O)C2CC(=O)NCc2cn3cccc(C)c3n2)c1OC (configuration not stated)	99	107	100	99	-0.2	3	94	102
O=C(CCNS(=O)(=O)c1ccccc1C(F)(F)F)NCc1ccc2c(c1)OCO2	102	102	96	97	-0.1	5	109	103

The list itself, repeating the preview:
SMILES	LAP4 TOR yeast	AGP1 TOR yeast	RPL19A-GFP yeast	CIT2 TOR yeast	Efflux pump inh	AHR act	Yeast superoxide	MEP2 TOR yeast
CC(C)OC(=O)CC(=O)CSc1nc(-c2ccc(F)cc2)cc(-c2ccccc2)c1C#N	96	102	102	97	-0.1	5	95	102
CC(C)(C)NC(=O)C(c1ccncc1)N(C(=O)Cn1nnc(-c2ccc(F)cc2)n1)c1ccccc1 (configuration not stated)	97	102	97	105	0.0	-2	78	97
Cc1cc(OCC(O)CN2CCc3ccccc3C2)cc(C(C)C)c1 (configuration not stated)	99	100	105	101	0.0	3	97	105
Cc1cc(C)nc(SCc2cc(=O)c(OC(=O)c3ccc(Br)o3)co2)n1	102	89	102	96	-0.1	-1	85	97
Cc1cccc(N2CC(C(=O)Nc3ccccc3N3CCCC3)CC2=O)c1C (configuration not stated)	95	102	97	108	-0.2	2	99	98
CN(/N=C/c1ccccc1O)C(=S)c1ccccc1	89	86	102	94	0.9	14	96	113
CCCc1cc(=O)[nH]c(SCC(=O)N2CCC(C)CC2)n1	105	104	102	103	0.0	1	100	93
Cc1cc(NC(=O)CSc2nnnn2-c2cc(Cl)ccc2C)no1	104	102	99	102	-0.3	2	109	98
CC(NC(=O)c1cccc(S(=O)(=O)N2CCN(Cc3ccccc3)CC2)c1)c1ccc(Br)cc1 (configuration not stated)	83	88	96	95	0.3	1	92	96
COc1ccccc1COCC(O)CN(Cc1ccco1)Cc1ccccc1O (configuration not stated)	102	104	102	102	-0.3	6	99	105
COc1cccc(CN2CCNC(=O)C2CC(=O)NCc2cn3cccc(C)c3n2)c1OC (configuration not stated)	99	107	100	99	-0.2	3	94	102
O=C(CCNS(=O)(=O)c1ccccc1C(F)(F)F)NCc1ccc2c(c1)OCO2	102	102	96	97	-0.1	5	109	103
O=C(Nc1ccccc1C(=O)NCCN1CCOCC1)c1cccc([N+](=O)[O-])c1	102[may fluoresce green]	104[may fluoresce green]	98[may fluoresce green]	103[may fluoresce green]	0.0	5	83	96[may fluoresce green]
CC(C)n1c(SCC(N)=O)nc2c1c(=O)n(C)c(=O)n2C	97	101	100	103	0.1	3	83	99
O=C(c1ccc(COc2c(F)c(F)c(F)c(F)c2F)o1)N1CCOCC1	99	102	92	91[may fluoresce red]	0.0	0	125	u
O=C(Nc1ccc(S(=O)(=O)Nc2ncccn2)cc1)c1ccccc1	97	134	102	100	0.0	-4	85	99
COc1cc(/C=C/C(=O)N2CCN(c3n[nH]c(=O)[nH]c3=O)CC2)cc(OC)c1OC	93	94	91	92	0.0	-1	113	90
COc1cc(/C=C/C(=O)OCC(=O)N(C)Cc2ccccc2)ccc1O	96	94	94	82	0.0	0	116	98
Cc1ccc2c(=O)cc(C(=O)NC3CCS(=O)(=O)C3)oc2c1C (configuration not stated)	93	101	104	112	-0.1	0	99	105
Cc1cc(C)n(CC(=O)N2N=C(C(F)F)CC2(O)C(F)F)n1 (configuration not stated)	89	93	102	98	0.1	-1	97	98
COc1ccc(S(=O)(=O)n2nc(C)c(S(=O)(=O)N3CCOCC3)c2C)cc1OC	92	98	99	97	0.0	2	103	91
CCN(C(=O)c1cnc(OC)cc1C(F)(F)F)c1ccc(Cl)cc1	108	107	96	98	-0.1	0	98	103
CN(C)CCOC(=O)NC12CC3CC(CC(C3)C1)C2	137	112	102	106	0.1	2	96	99
COc1ccc(-n2c(SCC(=O)Nc3nccs3)nc3c(c2=O)SCC3)cc1	102	107	103	102	0.2	1	102	104
COC(=O)c1ccc(S(=O)(=O)c2ccc(C(=O)OC)s2)s1	106	111	100	109	0.0	2	101	107
CSc1nc(NS(=O)(=O)c2cc(C)c(Cl)cc2Cl)nn1C	104	102	100	98	0.2	-1	119	102
O=C(/C(=N/O)n1cncn1)c1ccccc1Cl	98	103	101	105	-0.1	-1	109	98
CC1(C)CC(=O)C2=C(C1)OC(N)=C(C#N)C2c1ccccc1 (configuration not stated)	111	106	105	104	0.0	1	101	108
COc1ccc(NC(=O)CSc2nnc(NC(=O)c3ccccc3C(=O)O)s2)cc1	105	105	99	98	0.1	-1	105	104
COCCn1c(SCC(=O)Nc2nnc(C)s2)nnc1-c1ccoc1C	108	98	101	90	0.0	0	103	94
O=C(Nc1ccc(Cl)c(Cl)c1)N1CC=C(c2ccccc2)CC1	x	87	88	82	0.0	-1	93	104
O=C(CSc1ncnc2c1cnn2Cc1ccccc1)Nc1ccc2c(c1)OCCO2	108	107	105	116	-0.1	2	96	122
O=C(NC1CCCC1)c1ccc2c(c1)N(Cc1ccc(F)cc1)CCS2	113	109	101	98	0.1	18	86	104
COC(=O)Cc1ccc(NC(=S)NCCCO)cc1	99	104	101	101	0.0	-1	91	102
COc1ccc(CC(=O)NCCS(=O)(=O)N2CCN(c3ccc(F)cc3)CC2)cc1OC	91	100	97	109	-0.1	1	82	98
CC(C)(C)c1ccc(S(=O)(=O)N2CCN(c3ncccn3)CC2)cc1	90	90	92	93	0.0	0	97	90
CCOC(=O)c1cnc(SCC(=O)NCc2ccco2)nc1N	96	38	63	95	-0.2	0	78	222*
Cn1c(=O)cc2c3c(c(N4CCCCC4)ccc31)C(=O)c1ccccc1-2	105	103	96	103	0.0	46	157	100
COc1ccc(C(=O)NCC(=O)OCc2cccc(Br)c2)cc1	107	94	94	77	0.2	-3	103	96
CC(C)c1ccc(N(CC(=O)NCCSCc2ccco2)S(C)(=O)=O)cc1	88	96	94	89	0.4	-2	112	98
Cc1cccc(-c2nnc(SCC(=O)c3ccc(O)cc3O)n2C)c1	110	105	101	108	-0.2	-1	108	107
COc1ccc(S(=O)(=O)Cc2ccc(C(=O)N3CCN(c4cccc(C)c4)C(C)C3)o2)cc1 (configuration not stated)	97	102	98	103	0.2	1	86	101
C=CCc1c(C)nc(C)nc1N/N=C/c1ccccc1	97	100	102	92	-0.1	66*	105	102
CS(=O)(=O)N1CCc2cc(C(=O)O)ccc21	99	97	101	96	0.2	2	105	102
Nc1cc(Cl)ccc1Oc1ccccc1	95	95	99	91	0.5	9	104	93
Cc1ccc(S(=O)(=O)NCCCN2CCOCC2)c(C)c1	95	92	93	88	-0.1	0	102	93
O=C1CC(N2CCN(S(=O)(=O)c3cccc(C(F)(F)F)c3)CC2)C(=O)N1Cc1ccccc1 (configuration not stated)	92	100	96	97	-0.1	0	105	102
NS(=O)(=O)c1ccc(S(=O)(=O)c2ccccc2)nc1	102	101	94	98	0.1	-1	64*	94
NC(=O)c1ccc(N2CCCCCC2)c([N+](=O)[O-])c1	112	105	110	106	0.0	-2	109	118
C=CCn1cnc2c(oc3ccccc32)c1=O	98	97	104	105	-0.3	x	106	111
O=C(COc1ccc(Cl)cc1Br)Nc1ccncc1	89	99	103	105	0.0	3	101	101
CN(C)S(=O)(=O)c1ccc(C(=O)NCCSc2ccccc2)cc1	93	92	92	91	0.0	9	88	104
N#C/C(=N\Nc1cccc(C(F)(F)F)c1)C(=O)c1csc(-c2cccnc2)n1	116	99	98	95	0.0	1	106	100
COCCNc1nnc(SCC(=O)Nc2nnc(-c3ccccc3)o2)s1	108	105	98	98	-0.1	3	93	98
CCOc1ccc(CCNC(=O)CSCC(=O)Nc2cccc(C)c2)cc1OCC	97	100	96	92	0.0	3	90	100
COc1ccccc1Oc1ncnc2c1oc1ccccc12	97	101	99	103	0.0	7	88	103
CSc1nc2ccc(NC(=O)c3c(F)cccc3F)cc2s1	123	86	85	78	0.2	-6	107	87
CCCCS(=O)(=O)N1CCN(S(=O)(=O)c2ccc(Cl)s2)CC1	93	98	100	101	0.2	-6	92	100
CC1CC(C)CN(C(=O)CCc2nnc3ccc(N4CCCCC4)nn23)C1 (configuration not stated)	91	96	95	102	-0.1	4	93	103
NS(=O)(=O)c1ccc(CCNC(=O)Nc2ccc(Cl)cc2)cc1	104	99	96	95	0.0	4	108	99

More structures
SMILES	LAP4 TOR yeast	AGP1 TOR yeast	RPL19A-GFP yeast	CIT2 TOR yeast	Efflux pump inh	AHR act	Yeast superoxide	MEP2 TOR yeast
Oc1ccccc1/C=C/c1noc(-c2ccccc2O)n1	95	97	104	95	0.1	66*	103	108
Cc1ccc(CNC(=O)c2ccc(N3CCC4(CC3)CC(c3cccc(Br)c3)=NO4)c(NC(=O)c3ccc(Br)cc3)c2)cc1	111	103	100	103	0.5	4	89	95
O=C1C2CC=CCC2C(=O)N1CC(=O)N(Cc1ccccc1)C1CCS(=O)(=O)C1 (configuration not stated)	87	97	100	98	0.0	-2	93	98
Cc1c(-n2c(CN3C(=O)c4ccccc4C3=O)nc3ccccc3c2=O)c(=O)n(-c2ccccc2)n1C	103	105	101	96	-0.2	4	110	106
CC(=O)Nc1ccc(S(=O)(=O)N(C)CC(=O)OCC(=O)N2CCCC2=O)cc1	105	107	106	106	0.0	1	112	104
